# FBW7 act: activators of human E3 ligase FBW7 | hit rate 0.13% among 650,000 | Q969H0 | normalized activity (activation), % at 26.1 µM | AlphaScreen FBW7–phospho-cyclin E peptide binding, activator screen | AID 1259310; in the data active means normalized activity above about 1.9%;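 further: purified mutant Fbw7 with reduced substrate affinity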
# Target sequence (Q969H0 whole entry, looked up): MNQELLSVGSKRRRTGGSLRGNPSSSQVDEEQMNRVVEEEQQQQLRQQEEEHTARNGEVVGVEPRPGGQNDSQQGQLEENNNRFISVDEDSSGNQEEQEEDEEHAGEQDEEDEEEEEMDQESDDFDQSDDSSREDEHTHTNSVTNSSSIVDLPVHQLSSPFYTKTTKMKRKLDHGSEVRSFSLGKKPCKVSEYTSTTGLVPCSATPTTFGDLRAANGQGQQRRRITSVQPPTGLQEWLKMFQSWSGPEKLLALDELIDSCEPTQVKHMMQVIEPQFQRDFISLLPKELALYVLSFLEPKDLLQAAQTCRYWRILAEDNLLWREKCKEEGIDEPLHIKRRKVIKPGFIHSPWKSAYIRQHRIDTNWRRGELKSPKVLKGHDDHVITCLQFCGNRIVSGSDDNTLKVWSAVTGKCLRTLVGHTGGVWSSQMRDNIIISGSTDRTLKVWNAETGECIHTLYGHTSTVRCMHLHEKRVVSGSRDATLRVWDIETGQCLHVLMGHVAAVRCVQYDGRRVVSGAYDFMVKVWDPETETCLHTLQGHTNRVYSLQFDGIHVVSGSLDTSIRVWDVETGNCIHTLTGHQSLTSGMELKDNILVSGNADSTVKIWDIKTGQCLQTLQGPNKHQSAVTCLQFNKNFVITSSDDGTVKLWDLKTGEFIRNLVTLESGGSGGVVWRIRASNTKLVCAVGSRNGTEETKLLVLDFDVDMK
# TEAD-YAP inh: TEAD-YAP interaction inhibition | HEK-TIYL cells, TEAD-Gal4/YAP UAS-luciferase luminescence | inhibition, % at 9.12 µM | hit rate 1.4% among 640,000 | AID 1259422; in the data active means inhibition above about 32%;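 further: 0% = median of test compound wells and 100% = reference inhibitor wells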
# GPR151 ag: human GPR151 activation; Q8TDV0; PathHunter beta-arrestin GPR151 cells, luminescence; activation, % at 11.2 µM; hit rate 1% among 650,000; AID 1508602; in the data active means activation above about 4.9%;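 further: 0% = median of compound wells and 100% = cells with positive control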
# Target sequence (Q8TDV0 whole entry, looked up): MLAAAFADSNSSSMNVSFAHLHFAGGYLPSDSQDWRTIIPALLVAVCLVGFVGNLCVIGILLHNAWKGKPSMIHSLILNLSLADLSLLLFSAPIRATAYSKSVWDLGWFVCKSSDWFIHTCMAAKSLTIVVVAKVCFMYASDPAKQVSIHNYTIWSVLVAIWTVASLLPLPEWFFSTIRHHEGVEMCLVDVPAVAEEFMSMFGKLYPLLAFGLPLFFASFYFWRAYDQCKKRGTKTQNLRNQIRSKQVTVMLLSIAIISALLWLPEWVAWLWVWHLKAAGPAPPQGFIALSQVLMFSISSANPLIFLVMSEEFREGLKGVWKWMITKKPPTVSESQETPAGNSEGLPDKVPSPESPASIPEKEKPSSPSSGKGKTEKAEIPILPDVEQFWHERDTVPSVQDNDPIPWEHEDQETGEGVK
# MITF primary: blocks human microphthalmia-associated transcription factor | AlphaScreen MITF homodimerization, bead proximity signal | inhibition, % at 2.6 µM | hit rate 0.91% among 650,000; in the data active means inhibition above about 50%;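 further: 0% = vehicle wells with protein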
# The depositor's hits bear a star; . = no result given; & = joins results of further samples.
SMILES,FBW7 act,TEAD-YAP inh,GPR151 ag,MITF primary
COc1ccc(C(=O)N/C(=C/c2ccc([N+](=O)[O-])cc2)C(=O)Nc2cccc(C(C)=O)c2)c(Cl)c1,0.0,7,1.0,23
COC(=O)c1c(N)sc(C(=O)NCCc2ccccc2)c1C,0.6,73*,-5.1,8
O=C1c2cccc3cccc(c23)C(=O)N1Nc1ccc([N+](=O)[O-])cc1,0.3,-10,0.1,21
O=C(Cn1c2ccccc2c(=O)c2ccccc21)Nc1ccccc1F,0.2,-5,-0.4,12
CC1=C(C)/C(=N\OC(=O)c2ccc(Br)cc2)C=CC1=O,0.3,-26,-0.9,13
C=CCc1cc(/C=c2/sc3n(c2=O)C(c2ccc(OC)cc2)C(C(=O)OCC)=C(C)N=3)cc(OC)c1O (stereo unspecified),-0.2,15,-1.1,2
CN(C)CCSc1nc2[nH]ncc2c(=O)n1-c1ccc(Br)cc1,0.0,0,1.8,-2
COc1ccc(OC)c(-n2c(=S)[nH]c3cc(C(=O)NCc4ccco4)ccc3c2=O)c1,0.0,7,0.4,-3
N#CC(Nc1ccc(C(F)(F)F)cc1)c1ccco1 (stereo unspecified),0.0,-12,0.8,-1
COC(=O)c1c(NC(=O)c2ccc([N+](=O)[O-])o2)sc2c1CCCCC2,0.0,0,1.7,-8

# Structures above with a nitro group on carbon, in the order listed:
SMILES,FBW7 act,TEAD-YAP inh,GPR151 ag,MITF primary
COc1ccc(C(=O)N/C(=C/c2ccc([N+](=O)[O-])cc2)C(=O)Nc2cccc(C(C)=O)c2)c(Cl)c1,0.0,7,1.0,23
O=C1c2cccc3cccc(c23)C(=O)N1Nc1ccc([N+](=O)[O-])cc1,0.3,-10,0.1,21
COC(=O)c1c(NC(=O)c2ccc([N+](=O)[O-])o2)sc2c1CCCCC2,0.0,0,1.7,-8

# In another format: four of the compounds above.
Compound: COc1ccc(C(=O)N/C(=C/c2ccc([N+](=O)[O-])cc2)C(=O)Nc2cccc(C(C)=O)c2)c(Cl)c1
  FBW7 act: 0.0
  TEAD-YAP inh: 7
  GPR151 ag: 1.0
  MITF primary: 23
Compound: COC(=O)c1c(N)sc(C(=O)NCCc2ccccc2)c1C
  FBW7 act: 0.6
  TEAD-YAP inh: 73*
  GPR151 ag: -5.1
  MITF primary: 8
Compound: O=C1c2cccc3cccc(c23)C(=O)N1Nc1ccc([N+](=O)[O-])cc1
  FBW7 act: 0.3
  TEAD-YAP inh: -10
  GPR151 ag: 0.1
  MITF primary: 21
Compound: O=C(Cn1c2ccccc2c(=O)c2ccccc21)Nc1ccccc1F
  FBW7 act: 0.2
  TEAD-YAP inh: -5
  GPR151 ag: -0.4
  MITF primary: 12

# Returning to the listing, starting 4 compounds before the break.
SMILES,FBW7 act,TEAD-YAP inh,GPR151 ag,MITF primary
CN(C)CCSc1nc2[nH]ncc2c(=O)n1-c1ccc(Br)cc1,0.0,0,1.8,-2
COc1ccc(OC)c(-n2c(=S)[nH]c3cc(C(=O)NCc4ccco4)ccc3c2=O)c1,0.0,7,0.4,-3
N#CC(Nc1ccc(C(F)(F)F)cc1)c1ccco1 (stereo unspecified),0.0,-12,0.8,-1
COC(=O)c1c(NC(=O)c2ccc([N+](=O)[O-])o2)sc2c1CCCCC2,0.0,0,1.7,-8
CC(=O)N1CCN(c2nccnc2NS(=O)(=O)c2ccc(OC(F)(F)F)cc2)CC1,-0.6,5,0.3,-7
COc1ccc(OCc2cc3cccc4c3n(c2=O)CCC4)cc1,0.1,-10,-0.4,-11
O=C(Nc1ccc(NC(=O)c2ccco2)cn1)c1cccc(Cl)c1,0.8,-60,-1.4,14
CC(=O)c1ccc(NC(=O)c2ccccc2C)cc1,0.2,-81,-1.5,-3
COc1ccc(-c2csc(N)n2)cc1Br,-0.1,-31,0.1,-3
Cc1cc(Cl)ccc1N(CC(=O)Nc1cccc(Br)c1)S(=O)(=O)c1ccccc1,0.1,13,0.0,1
COc1ccccc1NC(=O)C1CC=CCC1C(=O)O (stereo unspecified),0.1,10,-0.9,5
CCCc1cc(Nc2cc(OC)ccc2OC)n2ncnc2n1,-1.3,8,-0.5,29
CCCCCCC/C(C)=N/Nc1nc(C)cc(=O)[nH]1,-0.2,-4,1.5,7
COc1ccc(C2C(C(C)=O)=C(O)C(=O)N2Cc2ccco2)cc1OC (stereo unspecified),-0.1,-9,-0.9,-3
COc1ccc(S(=O)(=O)NNC(=O)c2cccs2)cc1,-0.1,-8,1.6,-6
O=C1S/C(=C/c2ccc(Br)cc2)C(=O)N1CN1CCOCC1,0.4,-14,-2.3,5
CC(C(=O)N1CCOc2ccc(C3=CCCCC3)cc2C1)N1CCOCC1 (stereo unspecified),-0.2,7,-1.5,-6
CCOc1ccc(NCC(=O)N/N=C/c2cc(Br)ccc2O)cc1,-0.1,13,-1.2,4
CC(=O)NNc1nc(-c2ccc(C)cc2)cs1,0.1,-19,0.5,1
CCNC(=O)C1Cc2ccccc2N1C(=O)Nc1ccccc1 (stereo unspecified),0.2,1,-1.3,-3
Cc1ncc2c(c1CNC(=O)c1cncs1)CCN(C(=O)c1cc(F)c(F)cc1F)C2,-0.1,-3,1.1,-8
O=C(c1ccc2c(=O)n(Cc3ccc(Cl)cc3)c(=S)[nH]c2c1)N1CCN(Cc2ccccc2)CC1,0.1,7,0.3,-7
Cc1nnc2sc(-c3ccc(NC(=O)C(C)(C)C)cc3)nn12,0.1,40*,-1.0,1
CN1CCN(C(CNC(=O)c2ccccc2Br)c2ccc3c(c2)CCN3C)CC1 (stereo unspecified),0.0,-10,0.4,-14

# Structures listed so far that contain a thiophene ring, fused or not, in the order listed:
SMILES,FBW7 act,TEAD-YAP inh,GPR151 ag,MITF primary
COC(=O)c1c(N)sc(C(=O)NCCc2ccccc2)c1C,0.6,73*,-5.1,8
COC(=O)c1c(NC(=O)c2ccc([N+](=O)[O-])o2)sc2c1CCCCC2,0.0,0,1.7,-8
COc1ccc(S(=O)(=O)NNC(=O)c2cccs2)cc1,-0.1,-8,1.6,-6

# More compounds:
SMILES,FBW7 act,TEAD-YAP inh,GPR151 ag,MITF primary
COc1cccc(N(CCCN2C(=O)c3cccc4cccc(c34)C2=O)C(=O)c2cccc([N+](=O)[O-])c2)c1,0.1,-3,0.8,2
COc1cc(C(=O)Nc2c3c(nn2-c2cccc(Cl)c2)CS(=O)C3)cc(OC)c1OC (stereo unspecified),-0.1,-6,-0.4,-7
COc1ccc(OC)c(CNC(=O)CCN2C(=O)COc3ccccc32)c1,0.0,1,-0.5,8
c1ccc(COc2ccc(-c3cc(NCc4cccnc4)ncn3)cc2)cc1,-0.2,13,-0.3,16
CCC(C(=O)Nc1ccc(F)c(Cl)c1)(C(F)(F)F)C(F)(F)F,-0.1,4,-1.2,4
CCOc1ccc(C(=O)NC(=S)Nc2ncccc2C)cc1[N+](=O)[O-],-0.1,-21,1.5,-5
Cc1cc(C)nc(Nc2ncc(O)n2-c2cccc(Cl)c2)n1,0.3,9,1.0,-7
CNC(=O)COC(=O)c1c2c(nc3ccccc13)/C(=C/c1ccc3c(c1)OCO3)CC2,0.1,-20,1.8,0
CCN1CCN(C(c2ccccc2OC)c2nnnn2CCc2ccccc2)CC1 (stereo unspecified),0.0,-3,-0.6,29
Cc1ccc(-c2csc(NC(=O)c3cccc(C(F)(F)F)c3)n2)c(C)c1,0.0,6,0.7,-21
CN1CCN(C(=O)c2ccccc2NC(=O)CCN2C(=O)c3ccccc3C2=O)CC1,-0.5,-4,-0.2,5
O=C(c1ccccc1)c1ccc(OC(=O)N2CCCC2)cc1,-0.2,-31,-0.7,-11
O=C1CCCN1CCCNCc1ccc(OCC(O)CN2CCCCC2)cc1 (stereo unspecified),0.0,1,-0.9,-5
CCCCOC(=O)C1=C(C)NC2=C(C(=O)CCC2)C1c1cc(Br)c(O)c(OCC)c1 (stereo unspecified),0.1,-4,0.2,0
C/C(=N\NC(=O)c1ccccn1)c1ccc(O)cc1,0.0,-1,-2.8,19
O=[N+]([O-])c1c(Cl)ccc2nsnc12,0.1,-1,1.0,0
COC(=O)c1cccc(NC(=O)c2cccnc2C(=O)O)c1C,-0.7,-2,0.5,32
CCOC(=O)c1cnc2c3ccccc3[nH]n2c1=O,0.1,6,-3.0,3
COCCCN1C(=O)CC(CC(=O)N(C)C2CCCCC2)(c2ccccc2OC)C1=O (stereo unspecified),0.3,2,1.4,6
CC1(C)OC(=O)CC1C(=O)NCc1ccccc1 (stereo unspecified),0.0,5,-0.8,1
NCCSc1nnc(-c2ccccc2)n1-c1ccc(F)cc1F,0.0,-2,2.1,17
CC(C)CC(=O)Nc1ccc(F)c(Cl)c1,0.1,-4,-1.1,-19
Cc1cc(NC(=O)CSc2nc3sc(C)c(C)c3c(=O)[nH]2)no1,0.1,3,0.4,-2
O=C(c1coc2ccccc2c1=O)N1CCN(c2nc3ccccc3s2)CC1,0.4,4,0.6,22
CCOC(=O)N1CCN(C(c2ccccc2F)c2sc3nc(CC)nn3c2O)CC1 (stereo unspecified),0.0,4,3.3,7
O=C(Nc1ncc(S(=O)(=O)c2ccc([N+](=O)[O-])cc2)s1)c1ccccc1,0.1,7,1.0,-5
COc1ccccc1-n1cnc2cc(Nc3nnc(C)c4ccccc34)ccc21,-0.1,-15,-0.1,-3
CCOC(=O)c1c(NC(=O)NNC(=O)c2cc3sccc3[nH]2)sc2c1CCCC2,0.0,10,3.4,-2
CC(=O)O/N=C1\CCc2nonc2\C1=N/Nc1cccc([N+](=O)[O-])c1,0.2,6,-0.5,21
COc1ccccc1C(=O)N1CCN(c2nc3ccccc3s2)CC1,0.7,7,0.0,10
COC(=O)C1=C(C)N=c2s/c(=C/c3ccc4c(c3)OCO4)c(=O)n2C1c1ccc(OC(C)=O)cc1 (stereo unspecified),-0.1,7,0.5,3
CSc1ccc(CC2(C)C(=O)Nc3ccc(F)cc32)cc1 (stereo unspecified),-0.2,-1,-0.1,-9
COc1cc(C2CC(=O)NC(SCc3ccccc3)=C2C#N)ccc1O (stereo unspecified),-0.1,-1,1.1,4
Cc1ccc(C2C3C=CC4(O3)C2C(=O)N(C(C)(C)C)C4C(=O)NC2CCCC2)cc1 (stereo unspecified),-0.1,-8,0.4,-3
CCOC(=O)c1c(NC(=O)CSc2nnc(CNC(=O)COc3ccccc3)n2-c2cccc(Cl)c2)sc2c1CCCC2,-0.1,-3,1.1,-8
COC(=O)c1c(NC(=O)c2ccco2)sc(C(=O)N2CCCC2)c1C,0.2,0,-0.9,9
O=C(CN1C(=O)CCSc2ccccc21)NC1CCCCCC1,0.2,-15,0.3,6
CCCNc1cc(Nc2nc3ccccc3n2C)nc(N)n1,0.0,-1,1.4,11
O=C(O)C(Cc1c[nH]c2ccccc12)NS(=O)(=O)c1ccc([N+](=O)[O-])cc1 (stereo unspecified),-0.1,6,0.2,1
COc1cccc(N/C=C/C(=O)c2ccc(C)cc2)c1,0.0,-22,-1.0,-3
O=C(NCc1n[nH]c(=S)n1-c1cccc(C(F)(F)F)c1)c1ccc(S(=O)(=O)N2CCCC2)cc1,-0.1,-6,0.3,-4
O=C(CN1CCN(Cc2ccc(F)cc2Cl)C1=O)NCCCN1CCCC1=O,0.0,-4,-0.3,0
O=C(Nc1ccc(F)cc1)Nc1ccc2c(c1)OCCO2,0.3,-4,-3.0,10
CCCNc1cc(C)nc(N2CCOCC2)n1,-0.2,-2,-0.2,7
CCN(CC)c1ccc(/C=N\NC(=O)Cc2nnc(N)s2)cc1,-0.9,11,1.1,-3
CN(C(=O)COC(=O)c1ccc2c(=O)n3c(nc2c1)CCCCC3)C1(C#N)CCCCC1,-0.1,0,2.9,-2
O=C(CC1CCCC1)NCC1CC(=O)N(Cc2ccccc2)C1 (stereo unspecified),0.1,-3,-0.5,0
COc1cc(-c2cc(N3CCCC3)ncn2)cc(OC)c1OC,-0.1,-7,0.1,7
O=C(N/N=C1\C[C@@H](O)[C@@H](O)[C@@H]2[C@@H]3C(=O)N(C4CCCCC4)C(=O)[C@@H]3CC[C@@H]12)OCc1ccccc1,-0.1,.,-1.7,-2
CC(C)(C)n1nc2c(c1NC(=O)CCc1ccccc1)CS(=O)C2 (stereo unspecified),0.0,11,0.6,14
# Following part
SMILES,FBW7 act,TEAD-YAP inh,GPR151 ag,MITF primary
O=C(O)c1cccc(N2C(=O)CC(Sc3ccccc3C(=O)O)C2=O)c1 (stereo unspecified),-0.1,-1,-0.5,28
Cc1cccc(NC(=O)C2C(=O)CNC34CCCCC3C2c2ccccc2O4)c1 (stereo unspecified),-0.1,-8,-0.9,-17
CCC(C)NC(=O)C(=O)Nc1ccc(OC)cc1 (stereo unspecified),0.9,-41,-1.9,4
COCCN(Cc1cc2ccc(OC)cc2nc1N(C)C)C(=O)/C=C/c1cccc(F)c1,0.6,4,-0.7,14
Cc1cnc(NC(=O)C2=C(O)c3ccccc3S(=O)(=O)N2C)s1,-0.1&-0.1&-0.1&-0.2,-1&6,1.3&4.8&0.0&-1.3,-3&-24&3&1
Cc1ccc([N+](=O)[O-])cc1N(CC(=O)NC1CCCCC1)S(C)(=O)=O,0.0,0,0.9,0
COc1cccc(C2(O)CC(C(F)(F)F)=NN2C(=O)c2ccccc2F)c1 (stereo unspecified),0.8,7,0.5,18
CN(C)CCCNC(=S)NC(=O)c1ccccc1,0.0,7,-1.5,-3
O=C(Nc1ccc(Cl)cc1F)c1ccc(SCC(=O)N2CCOCC2)c([N+](=O)[O-])c1,-0.4,-6,-1.5,-1
CCOC(=O)N1CCN(CCC(=O)Nc2ccc(C)c(C)c2)CC1,0.5,4,0.6,-3
O=C(Nc1ccc(F)cc1)C1C2C3CCC(C3)C12 (stereo unspecified),0.4,-33,-2.1,-3
Cc1noc(C)c1-c1ccc(C(=O)Nc2ccc(N3CCOCC3)cc2)s1,0.6,-2,-1.6,5
